GAA inh = inhibitors of human lysosomal alpha-glucosidase. actives 0.005% (n = 200,000). AID 1466. Potency, µM (doses to about 76.9 µM), without a hit: at the top dose activity change, negative = inhibition, usual class: inhibitors. P10253. purified human GAA, 4-MU-alpha-glucoside fluorescence;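 also: plate controls were uninhibited enzyme wells for no effect and no-enzyme background for full effect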
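Human alpha-glucosidase, 4 nM, pre-mixed with test compounds before 400 uM 4-methylumbelliferyl substrate; 20 min room temperature at pH 5.0. Fluorescence read after pH 10 stop; AC50 values from Hill-equation fits.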
NPSR antag = blocks cAMP signaling of the human neuropeptide S receptor. CHO-NPSR cells, cAMP TR-FRET, antagonist mode. Q6W5P4. actives 1% (n = 220,000). AID 1461. Potency, µM (top dose mostly 38.3 µM), without a hit: top-dose activity change, negative = inhibition, most hits filed as inhibitors; also: % is scaled to controls: 0 for no effect and ±100 for the full control effect; nearly all actives have a fitted effect of over 50% in size; many of its hits are not listed in these tables
aGlu spleen mod = lysosomal alpha-glucosidase (human) modulation; P10253; Potency, µM (doses to about 79.9 µM), inactives show top-dose activity change, negative = inhibition, hits mostly inhibitors; human spleen homogenate, 4-MU-alpha-glucoside fluorescence; actives 0.006% (n = 240,000);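 also: 0% = enzyme with vehicle and -100% = no enzyme basal signal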
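Enzyme source: human spleen homogenate, 1 ug/well. Buffer 50 mM citric acid/K phosphate pH 5.0, 0.01% Tween-20. 4-MU-alpha-glucoside 1 mM; 37 C x 40 min; NaOH/glycine stop; fluorescence.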
GAA glycogen mod = GAA glycogen-cleavage inhibition or activation. P10253. recombinant GAA, glycogen substrate, Amplex Red glucose oxidase fluorescence. Potency, µM (series often up to 76.4 µM), inactives show at the top dose activity change, negative = inhibition, most hits filed as inhibitors. actives 0.38% (n = 300,000). AID 2100;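 also: 0% = full enzyme reaction and -100% = no-enzyme basal signal; the screen sought inhibitors and activators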
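Recombinant enzyme (4 nM final) with compounds titrated up to 77 uM and bovine liver glycogen (30 ug) in citrate pH 5.0, 0.01% Tween-20, 37 C 40 min. Released glucose detected by Amplex Red/glucose oxidase (Ex 573/Em 610); AC50 from Hill fits.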
ALDH1A1 inh = blocks purified human ALDH1A1 activity | P00352 | Purified ALDH1A1, NADH fluorescence, propionaldehyde substrate | Potency, µM (doses to about 75.3 µM), for inactives: top-dose activity, negative = inhibition, usual class: inhibitors | actives 7.3% (n = 220,000); active = well fitted inhibition curve with a large enough effect, not every such curve was filed as active; inconclusive = small, poorly fitted or top-dose-only effect, or another doubt; inactive = no such curve, though single readings can be large or run the other way;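 also: plate controls were no enzyme wells and a reference inhibitor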
Target sequence (P00352 whole entry, looked up): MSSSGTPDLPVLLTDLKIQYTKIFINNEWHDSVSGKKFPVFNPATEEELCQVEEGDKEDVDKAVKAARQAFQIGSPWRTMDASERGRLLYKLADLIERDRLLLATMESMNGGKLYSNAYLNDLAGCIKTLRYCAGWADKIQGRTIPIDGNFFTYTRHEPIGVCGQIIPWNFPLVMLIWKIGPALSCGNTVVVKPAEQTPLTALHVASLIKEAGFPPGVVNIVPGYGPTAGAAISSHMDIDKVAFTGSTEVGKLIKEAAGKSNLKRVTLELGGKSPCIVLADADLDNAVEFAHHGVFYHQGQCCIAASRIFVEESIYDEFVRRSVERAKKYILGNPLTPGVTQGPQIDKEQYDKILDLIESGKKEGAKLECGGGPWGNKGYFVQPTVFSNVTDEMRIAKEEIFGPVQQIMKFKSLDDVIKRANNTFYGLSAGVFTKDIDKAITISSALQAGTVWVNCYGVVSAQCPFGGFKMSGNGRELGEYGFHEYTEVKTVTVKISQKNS
aGal spleen mod = alpha-galactosidase A (human) modulation; P06280; human spleen homogenate, 4MU-alpha-Gal fluorescence, 40 min; Potency, µM (doses to about 80 µM), for inactives: at the highest dose activity change, negative = inhibition, hits mostly inhibitors; actives 0.008% (n = 240,000);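 also: 0% = enzyme with vehicle and -100% = no enzyme basal signal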
Target sequence (P06280 32-429 limits assumed): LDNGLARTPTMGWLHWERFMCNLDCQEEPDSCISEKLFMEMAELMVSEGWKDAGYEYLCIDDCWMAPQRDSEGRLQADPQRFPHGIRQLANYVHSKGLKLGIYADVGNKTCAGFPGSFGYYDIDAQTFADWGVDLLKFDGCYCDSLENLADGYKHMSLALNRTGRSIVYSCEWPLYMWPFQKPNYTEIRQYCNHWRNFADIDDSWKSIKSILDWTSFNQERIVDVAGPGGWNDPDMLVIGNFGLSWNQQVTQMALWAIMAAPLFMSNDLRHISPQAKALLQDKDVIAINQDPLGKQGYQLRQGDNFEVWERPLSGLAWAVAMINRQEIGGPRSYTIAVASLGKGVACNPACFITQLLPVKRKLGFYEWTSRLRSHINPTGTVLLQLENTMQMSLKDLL
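Inhibition or activation of alpha-galactosidase in human spleen homogenate is scored by 4-MU fluorescence after 40 min at 37C, pH 5.0, with 1 mM substrate. AC50s come from concentration-response fitted to the Hill equation.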
Epigenetic derep = epigenetic control regulation, reporter derepression. AID 1865. murine LDR cells, GFP reporter derepression, 30 h. Potency, µM (top dose mostly 53.9 µM), for the others: at the highest dose GFP activation, actives largely listed as activators. actives 0.2% (n = 280,000); also: % of control where 0% means no effect; nearly all actives have a fitted effect of over 60% in size
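In this reporter-derepression format, murine cells bearing a silenced integrated CMV-GFP locus incubate with test compound (30 h, 37 C), then are washed and imaged; fluorescent objects of 20–120 um count as induced cells.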
Tau fluor cs = counter-screen for tau fibril formation inhibitors | AID 1463 | Potency, µM (top dose mostly 57.7 µM), without a hit: at the top dose activity change, negative = decrease | actives 0.93% (n = 280,000) | tau K18 P301L Alexa594 fluorescence, heparin fibrillization; also: % is scaled to controls: 0 for no effect and ±100 for the full control effect; nearly all actives have a fitted effect of over 55% in size
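Human tau K18 P301L (15 uM unlabeled, 0.24 uM Alexa 594-labeled) in 100 mM sodium acetate pH 7 with 20 uM heparin, 6 hr at 37 C. ThT 30 uM added, 1 hr ambient; Alexa 594 FP and total fluorescence read at 555/632 nm.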
* hit, by the source's call; ? = inconclusive; . = no result given; & = joins results of further samples; [ ] = remark or other dose. Unless noted, calls follow the shape of the dose curve; as a rule, active = well fitted curve in the direction sought with a large enough effect; inconclusive = small, poorly fitted or top-dose-only effect, or another doubt; inactive = no such curve, though single readings can be large; an effect the other way counts as inactive or inconclusive. Potency is read from the fitted curve at half-maximal effect. These rows are one share of the data; the hit share may differ from the screen's.

SMILES	GAA inh	NPSR antag	aGlu spleen mod	GAA glycogen mod	ALDH1A1 inh	aGal spleen mod	Epigenetic derep	Tau fluor cs
CC(C(=O)N1CCCC1)N1CCN(c2ccccc2O)CC1 (configuration not stated)	11%	4%	9%	?	-2%	6%	-1.3%	-2%
O=C(CCn1c(=O)c2sccc2n(CC(=O)OCc2ccccc2)c1=O)NCc1ccccc1	1%	-7%[46.1 µM]	2%	4%	?	3%	3.1%	-11%
Cc1c(C(=O)O)sc2nc(CSc3ncc(C(F)(F)F)cc3Cl)[nH]c(=O)c12	.	5%	3%	-2%	.	3%	-0.6%	-17%
CCOC(=O)c1ccc(-n2ccnc2)c(NC(=O)c2cccc(Br)c2)c1	-1%	27%	-19%	16%	-6%	-2%	0.0%	-3%
Cc1ccc(Nc2nc3ccccc3c(=O)[nH]2)cc1C	-2%	-6%	-15%	0%	6%	-10%	1.3%	?
Cc1ccc(NC(=S)Nc2cc(C)on2)cc1	.	-9%	4%	3%	.	-6%	-1.8%	-16%
Nc1nc(NC(=O)Cc2ccccc2)nn1-c1ccccc1	-2%	-2%[46.1 µM]	-4%	8%	2%	4%	-4.2%	3%
CC(=O)c1ccc(OC(=O)C(CCS(C)(=O)=O)N2C(=O)c3ccccc3C2=O)cc1 (configuration not stated)	1%	-5%[46.1 µM]	1%	-10%	9%	7%	-0.3%	-15%
CCOC(=O)Cn1c(=O)oc2ccc(C)cc21	12%	-3%	-5%	9%	2%	0%	4.4%	1%
Cc1cccc(N2CCN(C(=O)CCCSc3nc4ccccc4[nH]3)CC2)c1C	-11%	-29%[46.1 µM]	-6%	-2%	-16%	12%	-1.4%	-21%
COc1ccccc1CCNC(=O)CSc1nnc2ccc(-c3cccnc3)nn12	-3%	3%	.	5%	?	?	-2.1%	-1%
COc1ccc(-c2cc(NCCc3ccncc3)n3ncnc3n2)cc1	0%	-1%[46.1 µM]	-1%	.	?	12%	1.9%	-3%
O=C(CCS(=O)(=O)c1ccc(Br)cc1)N1CCN(c2ccc(Cl)cc2)CC1	-7%	-16%[46.1 µM]	-5%	-12%	-1%	-3%	-2.0%	-8%
O=C(Nc1ccccc1)NC1CCCCNC1=O (configuration not stated)	.	-7%	-1%	6%	.	-7%	1.1%	-12%
CCC1CCC2(CC1)SCC(=O)N2c1ccccc1 (configuration not stated)	-2%	28%	5%	1%	-16%	5%	5.7%	-2%
CCN(c1ccccc1)S(=O)(=O)c1ccc(NC(=O)c2ccco2)cc1	-9%	37%	-11%	-13%	2%	3%	-0.1%	?
COc1ccccc1CNC(=O)c1ccc(N2CCOCC2)c([N+](=O)[O-])c1	6%	24%	0%	12%	?	-9%	-1.1%	-14%
CCC(C)NC(=O)CC(NS(=O)(=O)c1ccc(Cl)cc1)c1ccco1 (configuration not stated)	5%	-5%[46.1 µM]	-12%	2%	11%	-5%	0.0%	-1%
CC(NC(=O)c1ccccc1NC(=O)CSc1nnnn1C)c1ccccc1 (configuration not stated)	-1%	-5%[46.1 µM]	3%	-12%	9%	4%	-0.2%	2%
CC(=O)NCC1=C(NC(C)=O)C2CC1C(C)(C)C2C (configuration not stated)	-4%	-13%[46.1 µM]	-9%	-6%	-47%	1%	-1.1%	0%
COc1ccc(C)cc1NC(=O)C(c1ccccc1)N1CCNC(=O)C1 (configuration not stated)	-1%	4%	3%	5%	18µM*	-4%	-2.9%	6%
O=C1N/C(=C/c2cccn2-c2ccc(F)cc2)C(=O)N1Cc1ccccc1F	6%	-6%	-20%	-7%	?	-3%	14%	-16%
Cc1noc(C)c1S(=O)(=O)Nc1ccc(C(=O)NC2CCCCC2C)cc1 (configuration not stated)	0%	-9%[46.1 µM]	6%	4%	10%	-12%	-1.1%	-9%
C=C1C(C2(C)C=CC(=O)C(C)(C)C2CC(=O)OC)CC[C@@]2(C)C(c3ccoc3)OC(=O)C3OC132 (some centres not stated)	.	.	-2%	.	0%	6%	2.8%	-13%
COc1ccc2c(c1)c(C(=O)N/N=C/c1ccccc1Cl)c(C)n2C	.	-27%	5%	-5%	.	0%	0.0%	-14%
COC(=O)c1ccccc1NC(=O)c1cc2sccc2n1C	1%	?	6%	-2%	?	3%	7.1%	-20%
CC(CC(=O)N1CCN(c2ccc(C(F)(F)F)cn2)CC1)n1ccnc1 (configuration not stated)	4%	10%	.	7%	-2%	-6%	5.6%	-2%
Cc1ncoc1C(=O)N1CCCC(C(=O)c2ccc(-c3ccccc3)c(F)c2)C1 (configuration not stated)	-10%	-16%	-16%	-3%	?	-11%	2.0%	-9%
N/C(=N\OC(=O)Cc1ccc([N+](=O)[O-])cc1)c1ccccn1	-3%	-27%	-7%	?	?	-11%	0.2%	-18%
CCOC(=O)N1CCN(C(=O)c2ccc3nc(N4CCC(C)CC4)sc3c2)CC1	0%	6%[46.1 µM]	-5%	0%	?	9%	-0.5%	2%
Cc1cc2c(cc1C)CSC(c1ccccc1OC(=O)C(C)C)SC2	-1%	-19%[46.1 µM]	-3%	2%	1%	-1%	-0.3%	-4%
O=C(O)c1ccc(-n2cccn2)c([N+](=O)[O-])c1	2%	13%	4%	13%	3%	-4%	3.2%	3%
Cc1nn(-c2ccccc2)c(C)c1NC(=O)COc1ccc(Cl)cc1Cl	1%	17%	-3%	4%	?	-4%	1.0%	-13%
CCC(C)n1c(/C=C/c2ccccc2)nc2ccccc21 (configuration not stated)	?	-53%	13%	6%	?	?	2.5%	-2%
O=C(NNC(=S)Nc1ccccc1)c1cccs1	5%	-7%	6%	10%	-11%	-2%	0.1%	2%
O=C(c1csc2ccccc12)N1CCCCCC1	-1%	13%[46.1 µM]	-8%	-1%	0%	-2%	-2.5%	-7%
CCC(C)N(C)C(=O)c1cc2ccccc2c(-c2ccccc2Cl)n1 (configuration not stated)	8%	?	-8%&6%&1%	7%	-4%&-2%&19%	3%&-19%&-3%	-1.2%&0.0%&-0.5%	-5%&-5%&3%
COC(=O)C1=C(C)NC2=C(C1c1ccc(O)cc1)S(=O)(=O)c1ccccc12 (configuration not stated)	1%	-6%[46.1 µM]	-5%	-24%	13%	-2%	3.6%	-8%
Cc1ccc(C)c(NC(=S)N(CCc2nc3cc(C)c(C)cc3[nH]2)Cc2cccnc2)c1	6%	-15%[46.1 µM]	-11%	0%	12%	-2%	0.0%	-19%
CS(=O)c1ccccc1-c1nc(-c2cc(C(F)(F)F)cc(C(F)(F)F)c2)no1 (configuration not stated)	-13%	?	-6%	11%	-6%	0%	-2.3%	-25%
CCC(C(=O)Nc1ccccc1C(=O)N1CCOCC1)N1C(=O)c2ccccc2C1=O (configuration not stated)	-9%	0%[46.1 µM]	7%	-8%	12%	14%	-0.8%	2%
CC(=O)Nc1ccc(SC[C@H](Cc2ccccc2)N2CCN(CCc3ccccc3)CCC2=O)cc1	.	-31%	-5%	1%	.	-3%	1.4%	-24%
Cc1[nH]c2ccc(F)cc2c1CCN(Cc1ccco1)C(=S)NC(C)(C)C	?	-11%	2%	2%	-4%	2%	-4.7%	-17%
Cc1ccc(NC(=S)NCC2CCCO2)cc1C (configuration not stated)	-2%	7%[46.1 µM]	-6%	-11%	?	-9%	1.0%	4%
COc1ccc(Nc2nc3ccccc3n3nnnc23)cc1	?	-14%[46.1 µM]	-19%	5%	21%	-5%	2.9%	?

Compound profiles, as listed above. Order of values: GAA inh | NPSR antag | aGlu spleen mod | GAA glycogen mod | ALDH1A1 inh | aGal spleen mod | Epigenetic derep | Tau fluor cs
Cc1[nH]c2ccc(F)cc2c1CCN(Cc1ccco1)C(=S)NC(C)(C)C across the screens: ? | -11% | 2% | 2% | -4% | 2% | -4.7% | -17%
COc1ccc(Nc2nc3ccccc3n3nnnc23)cc1 across the screens: ? | -14%[46.1 µM] | -19% | 5% | 21% | -5% | 2.9% | ?
O=C(NNC(=S)Nc1ccccc1)c1cccs1 across the screens: 5% | -7% | 6% | 10% | -11% | -2% | 0.1% | 2%
Cc1ccc(NC(=S)NCC2CCCO2)cc1C (configuration not stated) across the screens: -2% | 7%[46.1 µM] | -6% | -11% | ? | -9% | 1.0% | 4%
Cc1nn(-c2ccccc2)c(C)c1NC(=O)COc1ccc(Cl)cc1Cl across the screens: 1% | 17% | -3% | 4% | ? | -4% | 1.0% | -13%

(next part)
SMILES	GAA inh	NPSR antag	aGlu spleen mod	GAA glycogen mod	ALDH1A1 inh	aGal spleen mod	Epigenetic derep	Tau fluor cs
O=C1Nc2ccc([N+](=O)[O-])cc2OC1CCN1CCOCC1 (configuration not stated)	-12%	1%	-1%	13%	9%	0%	0.5%	-5%
CN(C(=O)CN(c1ccccc1)S(=O)(=O)c1ccc(F)cc1)C1CCS(=O)(=O)C1 (configuration not stated)	.	18%	-1%	6%	.	2%	-2.8%	-7%
C/C(=N/OCO/N=C(\C)c1ccc(F)cc1F)c1ccc(F)cc1F	5%	3%	2%	5%	10%	1%	-1.0%	-8%
Cc1ccc(Nc2nc(/N=C/NO)n[nH]2)cc1C	-3%	9%	.	?	3%	1%	-2.6%	-7%
CCCN1CCN(S(=O)(=O)c2ccc(OC)c(Br)c2)CC1	1%	8%[46.1 µM]	-3%	-8%	-12%	3%	-2.5%	-13%
O=c1oc(/C=C/c2ccccc2)nc2ccccc12	5%	-1%	-4%	12%	6%	-12%	-1.1%	-11%
Cc1ccc(SCC(=O)Nc2ccc(S(=O)(=O)Nc3nccs3)cc2)cc1	-4%	-8%[46.1 µM]	4%	-5%	?	6%	0.0%	-28%
Cc1ccc(-n2c(SCC(=O)Nc3ccc4c(c3)OCO4)nnc2-c2cccs2)cc1	2%	-25%[46.1 µM]	-9%	0%	-3%	-15%	1.7%	-13%
Cc1cc(C)cc(NC(=S)N(CCCN2CCN(C)CC2)Cc2cccs2)c1	3%	-9%	7%	-4%	?	-3%	5.0%	-1%
Cc1ccc2oc(-c3cccc(NC(=O)/C=C/c4cccc([N+](=O)[O-])c4)c3C)nc2c1	1%	2%	-2%	-2%	?	-7%	0.1%	?
C=CCOc1ccc2ccccc2c1CNc1ncn[nH]1	?	-3%[46.1 µM]	5%	4%	-1%	-5%	-1.1%	-3%
COC(=O)N1[C@H](C)C=C[C@]1(Cc1ccccc1)C(=O)O	4%	19%	-4%&4%	5%	5%&-12%	2%&-4%	14%&3.2%	-11%&-10%

Assay outcomes deposited in PubChem BioAssay by National Center for Advancing Translational Sciences (NCATS).
